Bioassay records deposited in PubChem BioAssay by several laboratories.
b-catenin transl: modulators of beta-catenin nuclear translocation | HeLa beta-catenin nuclear translocation, immunofluorescence imaging | AID 1665 | hit rate 0.3% among 190,000 | nuclear translocation activity, % at 5 µM;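 active = nuclear translocation activity above 50% at 5 µM, with a well cell count of 50 or more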;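 also: per-cell ratio of nuclear to cytoplasmic median beta-catenin stain intensity; plate controls were DMSO negative control for no effect and GSK-3 inhibitor IX positive control for full effect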
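Test system: human HeLa cell line; Doses: 5 µM primary, 0.02–20 µM confirmation; Incubation: 24 h compound exposure, 37°C; Detection: beta-catenin immunofluorescence imaging with DAPI; Read-out: beta-catenin nuclear/cytoplasmic ratio, % activation.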
Dynein transport: dynein cargo transport inhibition; 3617.4 mouse cells, GR-EGFP nuclear translocation imaging; test concentration mostly 20 µM; stimulated with dexamethasone, 1 µM; active compounds read low; hit rate 0.47% among 220,000; z-score, hits read low; AID 1381;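 active = plate z-score of nuclear minus cytoplasmic receptor signal below a set negative limit, without overly bright fluorescence or cell loss, cut at about -3.5 in these data, passing the limit was not always enough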;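 also: z-score of nuclear minus cytoplasmic ring GR-EGFP intensity difference per well; some compounds called inactive have numbers as strong as hits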
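Buffer or medium: tetracycline-free induction medium containing charcoal-stripped FBS / Reagent: dexamethasone agonist, 1.0 µM final, for 30 min / Technique: automated 10x imaging of fixed Hoechst-stained cells / Times: induction 48 h, compound 1 h, agonist 30 min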
Hep lipid drop: hepatic lipid droplet formation modulation; inhibition, % at 6.5 µM; AML12 mouse hepatocytes, oleate lipid droplets, BODIPY imaging; hit rate 0.4% among 240,000; AID 1656;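 active = lipid droplet intensity inhibited by at least 50%, with more than 500 cells counted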
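Test system: AML12 hepatocytes (mouse); reagent: oleate loading, 100 µM; dosing: one dose, 6.5 µM compound; incubation: overnight exposure; signal: fluorescence imaging, 20x objective, two fields per well; read-out basis: % inhibition of corrected integrated BODIPY droplet signal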
Autophagy mod: modulators of autophagy; hit rate 0.98% among 190,000; MEF GFP-LC3 puncta imaging; test concentration mostly 10 µM; calls only at 10 µM (by protocol); AID 463193;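 active = percentage of spot-positive cells more than 3 SD above its plate mean, without a fluorescence outlier flag or 80% toxicity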;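 also: spot-positive cell cutoff set from DMSO-treated cells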
ER stress rescue: rescue of cells from ER stress-induced death, primary screen, 384-well, CSM14.1, thapsigargin, ATP luminescence (AID 1222); CSM14.1 thapsigargin-induced death rescue, ATP luminescence; higher % means a stronger effect; one-dose cellular ATP content (survival), % at 20 µM; EC50 in µM for titrated hits; 190,000 tested, under 10 active;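 active = EC50 below 50 µM in the dose-response confirmation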;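 also: death triggered by thapsigargin at about 15 µM added after 2 h compound pretreatment; cell ATP read after overnight thapsigargin exposure of roughly 18 to 22 hours; normalized against plate controls of thapsigargin alone and 5% DMSO vehicle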
MT stabilize HCS: microtubule stabilization, imaging screen | HeLa tubulin immunostaining HCS, 24 h; share of cells brighter than vehicle mean+2SD | % tubulin-high responders, % at 10 µM | hit rate 0.83% among 200,000;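 active = plate Z-score above 3 for both tubulin-high and condensed-nucleus cell shares, with cell loss under 80%, at 10 µM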;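 also: anti alpha tubulin signal scored within the nucleus-defined area of each cell; some results filed as inactive read as strong as hits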
Ins promoter up: MIN6 insulin promoter up-regulation. z-score at 5 µM. MIN6 insulin promoter-GFP reporter, high-content imaging; active compounds read high. hit rate 0.3% among 190,000;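 active = z-score above 3 at 5 µM with at least 500 cells counted in the well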
PhoP inhibition: inhibitors of PhoP regulon expression, primary screen, Salmonella Typhimurium, GFP reporter (AID 1863); S. Typhimurium PhoP-regulated promoter GFP reporter, 4 h; higher % means a stronger effect; hit rate 0.16% among 300,000; inhibition, % at 50 µM, or IC50 in µM where a hit was titrated;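 active = inhibition over 29.93%, a cutoff 3 SD above the screen mean, later confirmed by dose response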;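 also: 0% = low Mg2+ inducing control and 100% = high Mg2+ repressing control; strong numbers were not always called active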
T cell HTS: modulates CD8 T cell binding to vesicles | 2C CD8+ T cell-vesicle binding, flow cytometry; active compounds read low | calls only at 7 µM | hit rate 0.068% among 330,000 | AID 2052;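 active = response, share of CD8 T cells binding vesicles, and their 90th percentile fluorescence all below set limits, cut at about 80% in these data, passing the limit was not always enough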
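material = purified 2C TCR transgenic mouse naive CD8+ T cells | controls = Unloaded micro-vesicles (low), QL9 vesicles with 0.7% DMSO (high) | detection = cytometric PE anti-B7-1 and Alexa647 anti-CD8 signals after 1% paraformaldehyde fixation | incubation = binding step 1.5 h, 37 °C, antibody labelling 20 min, ice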
Dynein transport cytoplasmic EGFP: further read-out of Dynein transport, marked with its call; z-score; measured here: cytoplasmic GR-EGFP intensity; active compounds read high
Dynein transport nuclear GR-EGFP: recorded beside Dynein transport, whose call it bears; z-score; measured here: nuclear GR-EGFP intensity;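 lower value marks the stronger effect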
Dynein transport cell count: also measured in Dynein transport; calls as there; z-score; measured here: cell count per field
Ins promoter up cell count: also measured in Ins promoter up; calls as there; cell count; measured here: cytotoxicity, nuclei count;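 total cells summed across four imaged fields per well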
Hep lipid drop cells 6.5 µM: second read-out of Hep lipid drop, no call of its own (marks repeat the call); cell count; measured here: cell count, cytotoxicity flag;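 cells counted across two imaged fields per well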
b-catenin transl cell count 5 µM: further read-out of b-catenin transl, marked with its call; cell count; measured here: cell count, cytotoxicity flag
T cell HTS vesicle-bound %: also measured in T cell HTS; calls as there; double positive events, %; measured here: CD8+ vesicle-bound cell fraction;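 binding gate set so that unloaded-vesicle control wells show 10% double positive cells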
MT stabilize HCS Hoechst-high %: further read-out of MT stabilize HCS, marked with its call; % Hoechst-high responders; measured here: nuclear condensation Hoechst responders;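 share of cells brighter than vehicle mean plus two SD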
MT stabilize HCS cytotoxicity %: further read-out of MT stabilize HCS, marked with its call; toxicity, %; measured here: cytotoxicity by cell density;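 0% = mean cell density of plate MIN control wells and 100% = no cells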
Autophagy mod cell loss 18 h: further read-out of Autophagy mod, marked with its call; toxicity, %; measured here: cell loss, nuclei count;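 cell loss after 18 h compound exposure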
An asterisk follows results filed as active; i = inactive; nt = not tested or not shown.

SMILES	b-catenin transl	b-catenin transl cell count 5 µM	Dynein transport	Dynein transport cytoplasmic EGFP	Dynein transport nuclear GR-EGFP	Dynein transport cell count	Hep lipid drop	Hep lipid drop cells 6.5 µM	Autophagy mod	Autophagy mod cell loss 18 h	ER stress rescue	MT stabilize HCS	MT stabilize HCS Hoechst-high %	MT stabilize HCS cytotoxicity %	Ins promoter up	Ins promoter up cell count	PhoP inhibition	T cell HTS	T cell HTS vesicle-bound %
CN(c1ccccc1)S(=O)(=O)c1ccc(Cl)c(C(=O)Nc2ccc(-c3nc4ccccc4[nH]3)cc2)c1	-0.9	977	1.4	-0.11	1.5	-2	30	630	i	1	1.8%	17*	32*	40*	-0.18	1013	18%	i	8
Cc1cc(C(=O)Nc2ccccn2)cs1	-0.4	534	1.4	-0.23	0.57	-0.15	20	718	i	-4	-5.6%	3.3	2.3	3.5	1.3	1081	8%	i	35
Cc1ccc2[nH]c3c(=O)n(CCC4=CCCCC4)cnc3c2c1	-3.2	1425	2.6	-0.22	1.8	-1.6	nt	nt	i	-5	1.6%	3.5	1.2	7.7	-0.04	1714	-9%	i	14
Cc1ccccc1-n1nc2c(c1NC(=O)c1ccc(S(=O)(=O)N(C)C)cc1)CSC2	4.7	1483	0.86	-0.21	0.72	-1.9	nt	nt	i	3	3.8%	5.5	2.1	5.2	0.33	1364	1%	i	17
Fc1cccc2sc(N3CCOCC3)nc12	-1.8	1140	-0.19	-0.2	0.22	0.058	-1	667	i	-1	5.9%	4.0	1.7	3.0	nt	nt	4%	i	45
CN1CCC2(CC1)N=C(c1ccc(F)cc1)C(=S)N2C(=O)c1ccccc1	-1.9	1092	-0.49	2.2	0.1	-0.43	-4	720	i	2	-1.6%	3.4	2.2	0.5	-0.22	1342	10%	i	51
O=C(O)c1ccccc1NC(=O)C1CCCO1 (stereo unspecified)	0.5	1114	0.087	0.53	0.52	0.75	17	821	i	-4	-1.0%	4.0	1.9	4.9	-0.36	837	-25%	i	11
NC(=O)[C@H]1CC2(CC(c3cccc(NC(=O)[C@H]4CCC(=O)N4)c3)=NO2)CN1C(=O)c1cc([N+](=O)[O-])cc([N+](=O)[O-])c1 (stereo partly specified)	-2.5	1153	-0.77	-0.58	-0.32	0.47	nt	nt	nt	nt	nt	nt	nt	nt	-0.78	861	-6%	i	50
COc1ccc(-n2nnnc2SCC(=O)Nc2ccc3c(c2)OCCO3)cc1OC	-4.0	1203	-0.18	-0.23	-0.009	1.5	2	805	i	8	-3.9%	1.8	2.1	8.5	1.1	1196	-3%	nt	nt
CC(C)n1cnc2c(Nc3cccc(Cl)c3)nc(NCCCO)nc21	2.1	1182	0.31	-0.77	0.17	-0.033	3	713	nt	nt	nt	nt	nt	nt	-0.43	837	-4%	i	42
O=C1c2cccc3cccc(c23)C(=O)N1CCN1CCN(CC(O)COCc2ccc(Cl)cc2)CC1 (stereo unspecified)	-0.2	829	-0.85	-0.24	-0.69	0.69	-42	508	i	11	-0.9%	3.2	3.6	3.9	nt	nt	4%	i	42
CN1C(=O)c2ccccc2C(C(=O)O)C1c1cccc(Cl)c1 (stereo unspecified)	-2.8	654	-1	-0.3	-0.017	1.6	-5	773	i	-5	-0.6%	2.0	2.6	10	0.42	1259	8%	i	12
S=C1NCN(Cc2ccco2)CN1Cc1ccco1	2.5	1011	-0.28	-0.22	-0.31	0.94	-15	711	nt	nt	nt	nt	nt	nt	nt	nt	-6%	i	51
C=CC(=O)NCc1ccc(-c2csnn2)cc1	-0.6	1164	-0.07	-0.23	-0.018	0.16	4	738	nt	nt	nt	nt	nt	nt	-0.26	1459	8%	i	32
NC(N)=NCCCc1cn(CC(=O)N2CCNCC2)nn1	0.4	1141	2.7	-0.18	2.1	-1.9	9	717	i	2	-2.6%	4.2	1.8	6.2	0.19	1359	3%	i	16
N/C(=N\OC(=O)Oc1ccccc1)c1ccc(Br)cc1	nt	nt	0.059	-0.26	0.16	0.66	4	750	i	3	-0.6%	2.2	1.8	5.0	nt	nt	-7%	i	48
O=[N+]([O-])c1cccc(-c2n[nH]c(=S)n2Cc2ccccc2)c1	-2.8	532	1.2	-0.25	0.67	-0.97	26	686	i	18	-3.0%	1.6	2.2	7.0	0.51	1245	1%	i	38
COc1ccc(S(=O)(=O)N2CCCC2C(=O)NCc2cccs2)cc1 (stereo unspecified)	2.9	572	-1.2	0.14	-0.35	0.99	nt	nt	i	-5	-0.7%	2.4	1.9	12	-0.4	984	14%	i	18
O=C(OCCN(C1=NS(=O)(=O)c2ccccc21)c1ccccc1Cl)c1ccc(Cl)cc1	-2.7	1199	-0.23	-0.32	0.17	0.25	-2	778	i	37	0.0%	2.2	2.0	8.7	-1.1	902	2%	i	30
COc1cc([N+](=O)[O-])ccc1NC(=O)Cn1ccsc1=N	0.1	1117	-0.52	-0.24	-0.11	0.29	-31	682	i	19	-0.9%	3.2	2.0	4.5	-0.04	1334	-8%	i	28
CCOC(=O)c1c(C)[nH]c(C(=O)COC(=O)CCC2CCCC2)c1C	7.2	801	-1.1	-0.13	-0.46	0.39	0	752	i	31	7.2%	3.1	1.7	3.9	0.83	835	9%	i	32
O=[N+]([O-])c1ccc(NCCNS(=O)(=O)c2ccccc2)cc1	-1.9	1003	-0.21	-0.35	0.32	0.52	-19	732	i	2	2.4%	2.3	1.5	7.7	0.61	1389	-11%	i	56
COc1ccc(C(c2c(C)n(C)n(-c3ccccc3)c2=O)c2c(C)n(C)n(-c3ccccc3)c2=O)cc1O	1.5	975	-1.1	-0.2	-0.71	0.13	3	652	i	-2	-2.6%	17	6.5	21	-0.14	1688	-4%	i	19
O=C(O)c1ccccc1NCN1C(=O)C2CC=C(Cl)CC2C1=O (stereo unspecified)	-0.7	1401	-0.31	-0.12	0.093	1.1	nt	nt	i	-1	-0.8%	4.2	4.3	4.4	0.27	1508	6%	i	9
CCCOC(=O)c1ccc(Cl)c(NC(=O)c2ccc(-c3ccccc3)cc2)c1	0.3	1259	-0.015	-0.0074	0.59	-0.22	nt	nt	i	-26	-0.6%	2.5	1.7	7.1	1.4	1311	-3%	i	11
Cc1ccc(-n2c(N)c(C(=O)Nc3c(C)n(C)n(-c4ccccc4)c3=O)c3nc4ccccc4nc32)cc1	1.0	1089	-0.05	-0.22	0.42	0.39	7	727	i	7	-2.2%	4.7	6.4	0.6	-2.2	1052	-2%	i	51
N#Cc1cnn(-c2cccc(Cl)c2)c1N	-0.2	1015	-0.14	-0.32	0.73	-0.97	-23	753	i	22	nt	1.3	1.1	0.4	0.01	1278	-2%	i	38
c1ccc(-c2c3ccccc3nc3[nH]c4ccccc4c23)cc1	-3.5	574	0.78	-0.27	0.67	0.086	-22	680	i	-8	8.9%	3.5	1.7	9.9	-0.84	911	4%	i	19
C=CCO/N=C(/C)c1c(O)c(CC)c(-c2ccccc2)n(-c2ccccc2)c1=O	8.8	365	-1.1	-0.27	-0.41	0.5	-20	665	i	-9	-1.7%	4.0	2.2	3.6	nt	nt	-5%	i	18
COc1cccc(NC(=O)C2CCCN2C(=O)Nc2ccccc2F)c1 (stereo unspecified)	-5.2	966	0.61	-0.095	0.73	-1.5	nt	nt	i	11	-1.4%	5.4	3.3	12	-0.31	1285	-5%	i	7
CC(C)c1nc(SCC(=O)Nc2cccc(C(F)(F)F)c2)c2c(=O)n(C)c(=O)n(C)c2n1	-2.4	1102	0.46	-0.23	0.24	0.0077	-1	680	nt	nt	0.0%	5.5	1.8	2.4	0.04	1087	0%	i	25
CC(C)(C)C(=O)N1NC(=Nc2ccccc2)SC1(C)C	2.1	1032	-0.11	-0.27	-0.095	0.72	-16	736	nt	nt	nt	nt	nt	nt	-0.11	1370	-4%	i	56
Cn1cccc1CC(=O)NNC(=S)NC(=O)c1ccc(F)cc1	0.6	1311	0.97	-0.27	0.16	-0.69	4	675	nt	nt	nt	nt	nt	nt	0.02	1401	3%	i	48
Cn1c2c(c(=O)n(C)c1=O)C(C(F)(F)F)(C(F)(F)F)N=C(c1ccccc1Cl)N2	-2.5	1112	-0.76	-0.27	-0.45	1.4	1	733	i	-1	1.1%	3.1	2.5	3.1	nt	nt	11%	i	21
